HDAC3 inhib – blocks human histone deacetylase 3; AID 2718; recombinant HDAC3, fluorogenic peptide/trypsin coupled, fluorescence; 320,000 tested, 0.15% active; inhibition, % at 8.3 µM; in the data active means inhibition above about 26%, passing the limit was not always enough
KCNQ1 pot – potentiators or activators of human KCNQ1 potassium channel; P51787; CHO-K1 KCNQ1, thallium flux FluxOR fluorescence; hits give high values; B-score at 10 µM; 310,000 tested, 0.35% active;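 active means fluorescence ratio B-score, a plate-corrected score, at least three library SD, with initial intensity B-score within 5 SD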
Target sequence (P51787 whole entry, looked up): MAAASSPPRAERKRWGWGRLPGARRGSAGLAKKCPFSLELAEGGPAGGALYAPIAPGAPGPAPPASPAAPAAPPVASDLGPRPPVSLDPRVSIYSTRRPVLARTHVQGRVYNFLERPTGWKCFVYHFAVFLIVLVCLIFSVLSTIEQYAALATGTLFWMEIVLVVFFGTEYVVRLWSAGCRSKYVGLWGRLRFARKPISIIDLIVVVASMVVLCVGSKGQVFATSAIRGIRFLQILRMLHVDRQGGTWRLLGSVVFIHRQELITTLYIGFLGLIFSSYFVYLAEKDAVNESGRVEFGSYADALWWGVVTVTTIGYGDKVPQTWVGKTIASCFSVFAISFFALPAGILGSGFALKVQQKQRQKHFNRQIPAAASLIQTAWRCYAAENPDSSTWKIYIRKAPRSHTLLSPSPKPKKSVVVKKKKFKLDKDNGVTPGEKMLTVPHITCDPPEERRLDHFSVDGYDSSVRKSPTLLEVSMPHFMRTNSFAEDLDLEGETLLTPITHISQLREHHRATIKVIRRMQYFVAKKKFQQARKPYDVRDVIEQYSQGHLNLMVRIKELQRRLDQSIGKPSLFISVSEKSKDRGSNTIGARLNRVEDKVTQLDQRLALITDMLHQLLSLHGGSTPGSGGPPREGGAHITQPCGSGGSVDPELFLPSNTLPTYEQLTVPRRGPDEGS
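Assay system: stable KCNQ1 CHO-K1 line; medium: assay buffer, equal DMSO in all wells; timing: 90 min dye loading and 20 min compound exposure, both at room temperature; technique: kinetic FluxOR thallium fluorescence, 10-s 1-Hz baseline, 110-s post-stimulus read; read-out basis: B score of baseline-normalized fluorescence ratio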
DYRK1A inh – blocks rat Dyrk1A kinase activity; 310,000 tested, 0.43% active; ADP-Glo luminescence, NFATc1 peptide; inhibition, % at 12.5 µM; in the data active means inhibition above about 50%;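 further: plate controls were vehicle with enzyme for no effect and no enzyme for full effect; many of its hits are not listed in these tables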
TMEM16A inh – blocks the mouse calcium-activated chloride channel TMEM16A. Q8BHY3. HEK293 TMEM16A/YFP iodide influx fluorescence, ionomycin. normalized B-score (activity score, 25-100; higher = stronger inhibition) at 10 µM. 310,000 tested, 1.2% active. AID 588511;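 active means ratio plate-corrected score three or more library SD toward inhibition, starting fluorescence score within five deviations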;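 further: score derived from kinetic fluorescence span divided by baseline fluorescence per well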
hERG protect – shields human hERG channel from block by proarrhythmic agents; activation (rescue from dofetilide block), less the hit threshold, % at 10 µM; CHO-hERG, FluxOR thallium flux, dofetilide IC70 present; 310,000 tested, 0.51% active; AID 1511;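 active means activation above the mean of controls blocked by dofetilide plus 5 SD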;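 further: thallium influx through hERG after potassium depolarization seen as dye fluorescence rise; in these data hits start at about 4.7%; inactives centre near -7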
TRPC4 act – activators of mouse TRPC4 channel; Q9QUQ5; HEK293 TRPC4beta/mu-opioid, Fluo4 calcium fluorescence; hits give high values; B-score at 10 µM; 310,000 tested, 0.49% active; AID 2237;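 active means B-score above 5 SD of library B-scores, and initial fluorescence ratio not above library mean plus 5 SD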;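 further: positive B-score marks a calcium rise read as TRPC4 activation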
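Technique: kinetic Fluo4 calcium fluorescence; Test system: TRPC4beta and mu-opioid receptor HEK293 stable cells; Measure: B-scored integrated calcium fluorescence ratio; Benchmarks: low control buffer alone, high control maximal DAMGO; Schedule: 45 min room-temperature Fluo4 loading, 110 s read.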
KCNK9 block – blocks the human KCNK9 two-pore domain potassium channel; Q9NPC2; HEK293 KCNK9, FluxOR thallium flux fluorescence; hits give low values; B-score at 10 µM; 310,000 tested, 1.2% active;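 active means ratio B-score over 3 SD below the library mean, with starting fluorescence within 5 SD of its mean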;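 further: negative B-score means less thallium flux so channel inhibition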
Target sequence (Q9NPC2 whole entry, looked up, the tested form may be a part): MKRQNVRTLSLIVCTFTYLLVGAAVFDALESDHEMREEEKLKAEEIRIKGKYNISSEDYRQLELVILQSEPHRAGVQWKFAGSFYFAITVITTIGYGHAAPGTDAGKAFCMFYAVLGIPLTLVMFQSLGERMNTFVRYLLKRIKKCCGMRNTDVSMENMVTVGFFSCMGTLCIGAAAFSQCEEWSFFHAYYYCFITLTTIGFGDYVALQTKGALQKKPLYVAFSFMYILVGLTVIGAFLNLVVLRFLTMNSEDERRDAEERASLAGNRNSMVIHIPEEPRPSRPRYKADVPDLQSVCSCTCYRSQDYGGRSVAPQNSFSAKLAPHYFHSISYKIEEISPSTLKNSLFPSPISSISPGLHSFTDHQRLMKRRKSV
KCNK3 inh – human KCNK3 channel inhibition, primary screen. O14649. CHO-KCNK3 thallium flux, FluxOR fluorescence; hits give low values. B-score at 10 µM. 340,000 tested, 0.84% active;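 active means B-score under library mean minus 4 SD, starting fluorescence ratio at most library mean plus 5 SD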;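 further: more negative B-score means stronger inhibition of thallium flux through KCNK3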
KCNQ1 block – blocks the human KCNQ1 potassium channel; P51787; CHO-K1 KCNQ1, FluxOR thallium flux fluorescence; hits give high values; B-score at 10 µM; 310,000 tested, 1.3% active;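 active means compounds whose thallium flux B-score, printed positive for inhibition, exceeds three library SD while starting fluorescence stays within three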;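 further: channel opened by potassium depolarization with thallium stimulus after 20 min compound exposure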
TMEM16A act – mouse TMEM16A channel activation, primary screen. Q8BHY3. HEK293 TMEM16A/YFP-H148Q/I152L, iodide quench fluorescence; hits give low values. B-score at 10 µM. 340,000 tested, 0.3% active. AID 623877;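 active means fluorescence-ratio B-score plate-corrected deviation score at least 3 library SD below zero, with starting fluorescence score within 5 deviations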;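 further: channel opened by trigger with iodide after compound preincubation; score built on the fluorescence ratio of max minus min over baseline; more negative score means more quench and so TMEM16A activation or potentiation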
TRPC4 potent – TRPC4 (mouse) allosteric potentiation | B-score at 10 µM | 310,000 tested, 0.42% active | Q9QUQ5 | HEK293 TRPC4beta/mu-opioid, DAMGO EC20, Fluo-4 Ca2+ flux; hits give high values;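 active means B-score of calcium response area above 5 SD of library B-scores, with initial fluorescence ratio within 5 SD of library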;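 further: B-score of integrated fluorescence ratio over time as area under calcium response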
* hit, by the source's call; i = inactive; . = no result given. Not all compounds are listed (hit frequency here may not be typical).

#	Molecule	HDAC3 inhib	KCNQ1 pot	DYRK1A inh	TMEM16A inh	hERG protect	TRPC4 act	KCNK9 block	KCNK3 inh	KCNQ1 block	TMEM16A act	TRPC4 potent
1	Cc1cc(N/N=C/c2ccccc2Cl)nc(NCc2ccccc2)n1	5	i	-7	i	-13	i	i	i	i	i	i
2	CCCOC(=O)CCCN1C(=O)/C(=C2\SC(=S)N(CCCC(=O)OCCC)C2=O)SC1=S	0	i	5	i	-10	i	i	i	i	i	i
3	O=C(O)/C=C/c1cnn(-c2ccccc2)c1	.	i	.	.	-10	i	i	i	i	i	i
4	C=CCNCCCCOc1ccc(Br)cc1C	-3	i	-1	i	-7	i	i	i	i	i	i
5	COc1ccccc1/C=C(\C#N)C(=O)Nc1ccc(S(N)(=O)=O)cc1	4	i	-2	i	-11	i	i	i	i	i	i
6	O=S(=O)(Cc1noc(-c2ccccc2Cl)n1)c1ccccn1	-17	i	2	i	-4	i	i	i	i	i	i
7	C#CCN1CC(C)/C(=N/O)CC1C (stereo not drawn)	-4	i	-6	i	-5	i	i	i	i	i	i
8	COc1ccc(C(=O)COC(=O)Cc2c[nH]c3ccccc23)c(OC)c1	-2	i	-3	i	-15	i	i	i	i	i	i
9	COc1cccc(C(=O)NCc2nnc(SCC(=O)Nc3nccs3)n2-c2ccccc2)c1	-6	i	-3	i	-9	i	i	i	i	i	i
10	Cc1nn(CC(=O)c2ccc(Br)s2)c(C)c1[N+](=O)[O-]	6	i	-10	i	-7	i	i	i	i	i	i
11	CCC(Oc1ccccc1)C(=O)N1CCN(c2ccccn2)CC1 (stereo not drawn)	-8	i	2	i	-6	i	i	i	i	i	i
12	Cc1oc2c(CN3CCCC3)c(O)ccc2c(=O)c1-c1ccc(Cl)cc1	-27	i	-6	i	-1	i	i	i	i	i	i
13	NC(=O)c1c(NC(=O)c2cc3ccccc3o2)sc2c1CCC2	-9	i	-1	i	-9	i	i	i	i	i	i
14	O=C(CC(CC(=O)c1ccc(Cl)cc1)c1ccccc1C(=O)O)c1ccc(Cl)cc1	-2	i	.	i	-13	i	i	i	i	i	i
15	CCOc1c(Br)cc(CNc2ccc(N3CCN(C(C)=O)CC3)cc2)cc1OC	-1	i	-5	i	-9	i	i	i	i	i	i
16	Cc1ccccc1NC(=O)c1cccc(OCc2c(C)noc2C)c1	3	i	2	i	-10	i	i	i	i	i	i
17	O=C(NCc1ccco1)/C(=C/c1ccc(Br)cc1)NC(=O)c1ccco1	-11	i	-6	i	-5	i	i	i	i	i	i
18	CCOC(=O)CCc1c(C)c2ccc(OCc3nn[nH]n3)c(C)c2oc1=O	-31	i	-7	i	-5	i	i	i	i	i	i
19	Cc1ccc(S(=O)(=O)NCC(=O)Nc2ccc3c(c2)OCO3)cc1	7	i	14	i	-6	i	i	i	i	i	i
20	COc1ccc(C2C(C#N)=C(C)NC3=C2C(=O)CC(C)(C)C3)c(OC)c1 (stereo not drawn)	-11	i	1	i	-5	i	i	i	i	i	i
21	COc1cc(OC)cc(C(=O)N(Cc2nc(-c3cccc(C)c3)no2)C(C)C)c1	.	i	-2	.	-6	i	i	i	i	i	i
22	CCn1cc(CN2CCC(C(=O)Nc3ccc(Oc4cccnc4)cc3)CC2)c(C)n1	0	i	-8	i	-6	i	i	i	i	i	i
23	O=C(NC(=S)Nc1cccc(Cl)c1Cl)C1CC1	0	i	29	i	-1	i	i	i	i	i	i
24	Cc1nc(C(=O)N2CCOCC2)sc1C1(C)CC(c2ccccc2)=NO1 (stereo not drawn)	0	i	6	i	0	i	i	i	i	i	i
25	COc1ccccc1C(=O)N1CCCC(c2nc(-c3cc(OC)c(OC)c(OC)c3)no2)C1 (stereo not drawn)	1	i	1	i	-12	i	i	i	i	i	i
26	CCCCn1nnnc1NCc1cccnc1	-3	i	-3	i	-6	i	i	i	i	i	i
27	O=C1c2ccccc2C(=O)N1CC#CCN1CCN(C2CCCCC2)CC1	-2	i	3	i	-13	i	i	i	i	i	i
28	COc1ccc(N2C=C3C(=O)C(C)(OC(=O)CCc4ccccc4)C(=O)C=C3C=C2c2ccc(C#N)cc2)cc1 (stereo not drawn)	0	i	7	i	-6	i	i	i	i	i	i
29	Cc1ccc(C(=O)NC(C)c2ccccc2)o1 (stereo not drawn)	-1	i	4	i	-8	i	i	i	i	i	i
30	Cc1ccc(C(=O)OCC(=O)NCc2cccs2)cc1S(=O)(=O)N1CCOCC1	-2	i	-9	i	-11	i	i	i	i	i	i
31	Cc1nnc(SCC(=O)NCc2ccccc2Cl)[nH]c1=O	2	i	2	i	-3	i	i	i	i	i	i
32	O=C(COc1cccc(NC(=O)c2cccc([N+](=O)[O-])c2)c1)c1ccc(Br)cc1	-1	i	2	i	-3	i	i	-11*	i	i	i
33	CN(c1ccccc1)S(=O)(=O)c1cccc(NC(=O)c2cncc(Br)c2)c1	-2	i	6	i	-10	i	i	i	i	i	i
34	CC(=O)Nc1ccc(-c2nc3ccccc3c(=O)o2)cc1	-7	i	0	i	-2	i	i	i	i	i	i
35	CC(C)(C)OC(=O)N/N=C\c1ccc(OC(=O)c2ccco2)cc1	16	i	-3	i	-9	i	i	i	i	i	i
36	CCn1c(Cc2ccccc2)nnc1SCC(=O)Nc1ccc(OC)cc1	-9	i	3	i	-10	i	i	i	i	i	i
37	COc1ccc(OCC(=O)NC2CCCN(Cc3ccc(Cl)cc3)C2)cc1 (stereo not drawn)	.	i	-1	i	-6	i	i	i	i	i	15*
38	CC1CN(C(=O)c2cc(S(=O)(=O)N3CCCC3)c(Cl)cc2Cl)CC(C)O1 (stereo not drawn)	-9	i	-5	i	-4	i	i	i	i	i	i
39	CN(CP(=O)(O)C(O)c1ccccc1)S(C)(=O)=O (stereo not drawn)	3	i	-7	i	-6	i	i	i	i	i	i
40	O=C(CSc1nc(N2CCCCC2)nc(N2CCCCC2)n1)N1CCN(c2ccccc2)CC1	.	i	7	.	-2	i	i	i	i	i	i
41	CC(C)(C)NC(=O)N1CCN(c2nc3ccc(Cl)cc3s2)CC1	2	i	-3	i	-6	i	i	i	i	i	i
42	CC(C)c1ccc(C(=O)N2CCN(CCO)CC2)cc1	-2	i	2	i	-3	i	i	i	i	i	i
43	COc1ccccc1OCCOCCN1CCCC1	1	i	.	i	-8	i	i	i	i	i	i
44	COc1ccc(C)cc1N(CC(=O)NC(C)c1ccccc1)S(C)(=O)=O (stereo not drawn)	9	i	-4	i	-3	i	i	i	i	i	i
45	Cc1ccc(N(CCCCN2C(=O)c3ccccc3C2=O)C(=O)c2cccs2)cc1	8	i	6	i	-11	i	i	i	i	i	i
46	O=C(NCCc1ccc(Cl)cc1)c1ccc2nc(N3CCOCC3)sc2c1	5	i	1	i	-8	i	i	i	i	i	i
47	O=C(NCc1ccc(F)cc1)N[C@@H](Cc1ccccc1)C(=O)O	0	i	-2	i	-10	i	i	i	i	i	i
48	O=c1c2ccccc2n2nnnc2n1-c1ccccc1	-5	i	.	i	-6	i	i	i	i	i	i
49	CCN(CC)C(=O)Oc1ccc(Br)cc1C(=O)Nc1ccc(F)c(Cl)c1	-1	i	.	i	-13	i	i	i	i	i	i
50	CCOC(=O)N1CCN(C(=O)c2cn(CC(C)C)c(=O)c3c2c2ccccc2n3C)CC1	-7	i	-2	i	-15	i	i	i	i	i	i
51	O=C(N/N=C/c1ccc(O)c(O)c1)N/N=C/c1ccc(O)c(O)c1	9	i	80*	i	-4	i	i	i	i	i	i
52	C=CCn1c(-c2cc(-c3ccccc3)sc2N)n[nH]c1=S	3	i	3	i	-4	i	i	i	i	i	i
53	COc1cccc2cc(C(=O)C3=C(O)C(=O)N(CCN4CCOCC4)C3c3cccs3)oc12 (stereo not drawn)	-5	i	-1	i	-6	i	i	i	i	i	i
54	CCN(CC)S(=O)(=O)c1ccc(Cl)c(NC2=NCCCCC2)c1	10	i	-5	i	-4	i	i	i	i	i	i
55	COc1cccc(OC)c1C(=O)OCC(=O)NCCCc1ccccc1	0	i	4	i	-7	i	i	i	i	i	i
56	O=C(NCc1ccco1)c1ccc(-c2ccccc2Cl)o1	11	i	29	i	-15	i	i	i	i	i	i
57	Cc1ccc(OCC(=O)Nc2ccc(CN3CCOCC3)cc2)cc1C	3	i	-7	i	-7	i	i	i	i	i	i
58	Cc1ccc(C(C)(C)C)c(OCCOCCN2CCCC2)c1	-11	i	-2	i	-7	i	i	i	i	i	i
59	COc1ccc(C(=O)NCC(=O)N/N=C/c2cccnc2)cc1	6	i	.	i	-5	i	i	i	i	i	i
60	COCCN(CCOC)C(=O)Nc1ccc(Cl)cc1	3	i	.	i	-9	i	i	i	i	i	i

Reprinted from the part before: three entries; new compounds follow.
#	Molecule	HDAC3 inhib	KCNQ1 pot	DYRK1A inh	TMEM16A inh	hERG protect	TRPC4 act	KCNK9 block	KCNK3 inh	KCNQ1 block	TMEM16A act	TRPC4 potent
58	Cc1ccc(C(C)(C)C)c(OCCOCCN2CCCC2)c1	-11	i	-2	i	-7	i	i	i	i	i	i
59	COc1ccc(C(=O)NCC(=O)N/N=C/c2cccnc2)cc1	6	i	.	i	-5	i	i	i	i	i	i
60	COCCN(CCOC)C(=O)Nc1ccc(Cl)cc1	3	i	.	i	-9	i	i	i	i	i	i
61	Cc1ccc(S(=O)(=O)NCCC(=O)Nc2ccc(C)cc2C(=O)c2ccccc2)cc1	0	i	-5	i	-15	i	i	i	i	i	i
62	Cc1ccc(-c2csc3ncnc(NS(=O)(=O)c4ccc(Cl)cc4)c23)cc1	-4	i	4	i	-4	i	i	i	i	i	i
63	C=CCSc1nc(-c2ccccc2)c(C#N)c(=O)[nH]1	2	i	9	i	-7	i	i	i	i	i	i
64	OCC[C@@H]1C[C@H](O)[C@@H](O)[C@]2(OCCc3ccccc32)O1	5	i	1	i	0	i	i	i	i	i	i
65	Cc1noc(C)c1COc1ccc(C(=O)N2CCCC(C(F)(F)F)C2)cc1 (stereo not drawn)	3	i	.	i	-6	i	i	i	i	i	i
66	CCCCc1cc(=O)oc2c(CN(C)C)c(O)ccc12	-226	i	12	i	-8	i	i	i	i	i	i
67	COc1ccc(N2CC(NS(=O)(=O)c3cccnc3)CC2=O)cc1 (stereo not drawn)	-1	i	-5	i	-16	i	i	i	i	i	i

Screens deposited in PubChem BioAssay by several laboratories.
